Source: PubChem BioAssay (Sanford-Burnham Center for Chemical Genomics)
MPTP block = blocks calcium-induced mitochondrial swelling | 360,000 compounds, 1.4% hits | inhibition, % at 10 µM | isolated mouse mitochondria, Ca2+ swelling absorbance, 30 min;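 active = inhibition of 50% or more, scaled per plate between neutral and stimulator controls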;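 note: 0% = DMSO wells given calcium and 100% = 1 mM EGTA wells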
GRIN3A LBD mod = modulates the human NR3A ligand-binding domain; Tm shift relative to glycine control, % at 25 µM; NR3A LBD differential scanning fluorimetry, Tm shift; 0% = protein alone, 100% = glycine-bound protein; 340,000 compounds, 2.5% hits;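 active = melting temperature shift of at least 10% of the positive control shift, at one fixed dose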
MIN6 prolif = inducers of beta-cell replication in MIN6 cells. proliferation, % at 10 µM. MIN6 cells proliferation, ATPlite luminescence, 48 h; cells starved in 0.2% serum; 100% = growth in 10% serum. AID 2380. 330,000 compounds, 0.29% hits;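 active = compounds whose signal lies at least 3.5 SD above the mean of all wells on their plate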;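 note: 0% = DMSO-treated cells in low-serum medium and 100% = 10% serum control; some compounds called inactive have numbers as strong as hits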
mIAP block = mouse IAP inhibition; purified mouse IAP, CDP-Star luminescence, 30 min; inhibition, % at 10 µM; 330,000 compounds, 0.2% hits; AID 2806;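 active = inhibition of at least 40% at 10 µM in the primary screen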;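 note: plate controls were DMSO with enzyme for no effect and no enzyme wells for full effect; values of inactives mirror those of a sister screen read the other way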
APOBEC3A inh = inhibitors of human APOBEC3A DNA deaminase | inhibition, % at 20 µM | AID 493011 | 330,000 compounds, 0.41% hits | recombinant A3A, FAM/TAMRA ssDNA deamination fluorescence | P31941;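 active = at least 40% inhibition at 20 µM here, with at most 30% in a related deaminase screen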;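 note: plate controls were A3A with DMSO for no effect and wells lacking A3A enzyme for full effect; some results filed as inactive read as strong as hits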
hIAP activ = human IAP activation; purified human IAP, CDP-Star luminescence, 30 min; stronger effect = higher value; 1 = vehicle-only enzyme, 0 = enzyme-free background; activation factor at 10 µM; 330,000 compounds, 0.16% hits; AID 2524;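 active = activation factor of the enzyme at least 2-fold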; note: the source names both 10 and 20 µM as test concentration; values of inactives mirror those of a sister screen read the other way
Target sequence (P09923 whole entry, looked up): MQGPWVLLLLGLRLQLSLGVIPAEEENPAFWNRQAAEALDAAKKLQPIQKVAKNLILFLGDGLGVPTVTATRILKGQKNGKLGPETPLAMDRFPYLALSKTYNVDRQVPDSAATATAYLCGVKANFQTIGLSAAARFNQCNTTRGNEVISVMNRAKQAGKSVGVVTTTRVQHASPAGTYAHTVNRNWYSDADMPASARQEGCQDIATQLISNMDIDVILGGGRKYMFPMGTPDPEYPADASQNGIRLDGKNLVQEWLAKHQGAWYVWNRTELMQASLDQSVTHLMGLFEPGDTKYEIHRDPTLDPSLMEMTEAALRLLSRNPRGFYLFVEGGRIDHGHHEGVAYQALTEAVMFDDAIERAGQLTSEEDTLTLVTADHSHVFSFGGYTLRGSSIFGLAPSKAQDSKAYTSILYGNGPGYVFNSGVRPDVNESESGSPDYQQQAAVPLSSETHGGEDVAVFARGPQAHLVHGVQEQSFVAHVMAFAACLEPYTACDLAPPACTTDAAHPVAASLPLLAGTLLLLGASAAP
APOBEC3G inh = APOBEC3G (human) deaminase inhibition; Q9HC16; recombinant A3G, ssDNA deamination FAM/TAMRA fluorescence; inhibition, % at 20 µM; 330,000 compounds, 0.28% hits;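 active = inhibition of at least 40% at 20 µM, with no more than 30% in the related APOBEC3A deaminase screen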;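 note: plate controls were DMSO wells with A3G for no effect and wells lacking A3G enzyme for full effect; some compounds called inactive have numbers as strong as hits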
Target sequence (Q9HC16 whole entry, looked up): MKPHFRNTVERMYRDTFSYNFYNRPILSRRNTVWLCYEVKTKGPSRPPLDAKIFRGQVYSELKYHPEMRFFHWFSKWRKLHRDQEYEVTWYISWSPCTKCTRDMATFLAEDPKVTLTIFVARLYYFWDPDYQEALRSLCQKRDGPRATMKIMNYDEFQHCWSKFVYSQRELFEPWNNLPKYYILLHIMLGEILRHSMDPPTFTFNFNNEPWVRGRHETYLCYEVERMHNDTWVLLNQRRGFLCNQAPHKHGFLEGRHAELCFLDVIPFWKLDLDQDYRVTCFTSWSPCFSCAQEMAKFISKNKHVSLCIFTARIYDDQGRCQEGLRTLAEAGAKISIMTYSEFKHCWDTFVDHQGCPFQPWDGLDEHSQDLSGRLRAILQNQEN
hIAP inh = human IAP inhibition | P09923 | 330,000 compounds, 0.12% hits | purified IAP, CDP-Star luminescence, 30 min | AID 2544 | inhibition, % at 10 µM;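 active = inhibition reaching a set limit with compound at 10 µM in the primary screen, cut at about 35% in these data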;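 note: plate controls were DMSO wells with enzyme for no effect and no-enzyme buffer wells for full effect; values of inactives mirror those of a sister screen read the other way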
mIAP activ = increases mouse intestinal alkaline phosphatase activity. muIAP, CDP-Star luminescence, 30 min; stronger effect = higher value; 1 = vehicle-only enzyme signal, 0 = enzyme-free wells. 330,000 compounds, 0.24% hits. activation factor at 10 µM. AID 2805;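 active = activation factor of at least 2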; note: the source names both 10 and 20 µM as test concentration; values of inactives mirror those of a sister screen read the other way
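Assay system: mouse IAP enzyme / Compound: DMSO-dissolved test compounds / Timing: 30 min, room temperature / Measured by: luminescence from enzymatic CDP-Star hydrolysis / Control set: DMSO-only wells, enzyme-free buffer wells as negative control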
* = called active by the depositor; nt = no result given.

entry	mol	MPTP block	GRIN3A LBD mod	MIN6 prolif	mIAP block	APOBEC3A inh	hIAP activ	APOBEC3G inh	hIAP inh	mIAP activ
1	O=C(COC(=O)COc1ccc(Cl)cc1Br)NC1CCCCCC1	0.2	-10	-2	-9	-4	1.1	-9	-8	1.1
2	COc1ccc(/C=N/NC(=O)CCc2ccccc2)cc1O	-0.4	1	1	3	-1	0.93	-5	7	0.97
3	O=C(NC1CCCc2ccccc21)C12CC3CC(CC(O)(C3)C1)C2 (centres undefined)	-0.8	-14	-2	-10	-4	1	-9	-3	1.1
4	CC(=O)c1ccc(NC(=S)N2CCN(c3ccccn3)CC2)cc1	0.6	1	3	2	-1	1.1	2	-11	0.97
5	O=C(NCCO)c1cc2c(s1)CCC2	-0.2	-2	1	-3	-1	0.88	-2	12	1
6	N#CCCn1cc(C(=O)CN2C(=O)C(=O)N(C3CCCC3)C2=O)c2ccccc21	0.1	0	-2	1	27	1.1	-6	-13	0.99
7	CCN1CCN(c2ccc(NC(=O)c3ccc4c(c3)[nH]c(=O)n4Cc3ccc(F)cc3)cc2)CC1	7.1	-7	-4	4	2	0.93	-2	7	0.96
8	O=C(Nc1ccc(F)cc1)c1ccc(NC(=O)C2CCCO2)cc1 (centres undefined)	-0.1	-7	-2	-8	-1	0.92	-5	8	1.1
9	CCCCCCN1C=CC=C/C1=C\C=C(C#N)C#N	2.5	-1	-1	21	-2	0.86	-1	14	0.79
10	O=[N+]([O-])c1ccc(N/N=C/c2ccccc2)cc1	63*	29*	-2	5	1	0.66	14	34	0.95
11	C[C@H](CO)N1C[C@H](C)[C@H](CN(C)S(=O)(=O)c2ccccc2)Oc2c(NS(C)(=O)=O)cccc2C1=O	-0.9	-1	-1	8	-1	1	-1	-2	0.92
12	NS(=O)(=O)c1ccc(CCNC(=O)COC(=O)c2ccc([N+](=O)[O-])o2)cc1	-1.0	-2	-4	4	-1	1	-6	-2	0.96
13	COc1ccccc1C(=O)Nc1ccccc1C(=O)NC1CCCCC1	0.6	0	-2	1	-5	0.87	-6	13	0.99
14	COc1ccc(C)cc1S(=O)(=O)N1CCCCCC1	2.7	2	-1	-1	4	0.92	4	8	1
15	Cc1cccc2cc(CN(Cc3ccccc3)C(=S)NCCCN(C)C)c(=O)[nH]c12	3.8	2	-4	6	-1	0.99	-4	1	0.94
16	CN(/N=C/c1cccnc1)c1cnc2ccccc2n1	-0.7	-3	-6	3	0	0.97	-11	3	0.97
17	COCCn1c(C)cc(C(=O)COc2ccc(C)nc2[N+](=O)[O-])c1C	1.1	-2	-2	6	8	0.96	10	4	0.94
18	Cc1c(CCOC(=O)C23CC4(C)CC(C)(CC(C)(C4)C2)C3)sc[n+]1CC(=O)c1ccccc1	-1.1	-6	-6	29	-2	0.91	-6	9	0.71
19	N#Cc1cc2c(=O)n3ccccc3nc2n(-c2ccccc2Cl)c1=O	-1.5	6	-1	-6	4	0.98	-11	2	1.1
20	Cn1c(N)c(C(=O)COC(=O)C2(c3ccccc3F)CCCC2)c(=O)n(C)c1=O	2.1	-2	0	3	-3	0.91	-5	9	0.97
21	CCCc1cc(=O)n2[nH]c(NCc3ccc(OC)cc3)nc2n1	0.8	-1	3	3	-1	1	-4	0	0.97
22	COc1ccc(C(=O)NC2CC(C)(C)Cc3c2cnn3-c2ccccc2C)o1 (centres undefined)	-1.2	-7	-1	-2	-4	1.4	-2	-38	1
23	O=C(/C(=C/O)N=Nc1ccccc1Cl)c1ccccc1	2.4	-2	-4	10	1	0.89	2	11	0.9
24	CCCCOc1ccc(-c2c(C#N)c(N)nc(SCC(N)=O)c2C#N)cc1	1.5	17*	-4	10	0	1.1	-5	-5	0.9
25	Cc1ccccc1C(=O)Nc1nnc(CC(=O)N/N=C/c2ccco2)s1	1.2	-1	-1	10	0	1.1	-6	-11	0.9
26	COc1ccc(C(=O)Nc2cccnc2Sc2ccc(Cl)cc2)cc1	3.3	-1	-2	-12	-5	1	-6	-2	1.1
27	CN(C(=O)CSc1nc2scc(-c3ccccc3)c2c(=O)[nH]1)c1ccccc1	1.1	-5	-4	9	-1	1.1	-7	-5	0.91
28	O=C(c1ccc(Cl)cc1)N1N=CCC1(O)c1ccc(Cl)cc1 (centres undefined)	42	-5	-5	13	-3	1	18	0	0.87
29	CCSc1nnc2nc3[nH]c4c(C)cccc4c3nn12	-1.5	-1	-2	-12	4	0.85	4	15	1.1
30	O=C(Nc1ncc(Cc2cccc(Cl)c2Cl)s1)c1ccc([N+](=O)[O-])cc1	25	-2	-5	8	-1	1.1	-1	-11	0.92
31	CC(C)C(C(=O)NC1CCCC1)N(CC1CCCO1)C(=O)CNS(=O)(=O)c1ccccc1 (centres undefined)	0.0	-1	1	-3	-4	0.9	-3	10	1
32	COc1ccc(OC)c(NC(=S)N2CCN(c3ccccn3)CC2)c1	-0.5	1	-1	-2	-2	0.95	-7	5	1
33	Cc1[nH]nc(-c2ccc(OCc3cnn(-c4ccccc4)c3)c(C)c2O)c1Oc1ccccc1	4.0	4	-4	13	-3	1	-9	-3	0.87
34	CC(C)c1ccc(N=C2N=C(N)c3ccccc32)cc1	3.7	-2	-4	14	-4	1	-6	-3	0.86
35	CCC(CO)Oc1cc(NC(=O)c2ccc(C)cc2)c2ncn(C(C)C)c2c1 (centres undefined)	-0.1	-1	8	3	-4	1	-5	-2	0.97
36	Cc1cccc(NS(=O)(=O)c2cc(C(=O)N3CCOCC3)ccc2Cl)c1	-1.3	-3	-4	1	1	0.94	-2	6	0.99
37	COc1ccc(CNC(=O)/C=C/C(=O)O)cc1	-0.6	0	2	6	2	1	-2	-4	0.94
38	O=C1c2ccccc2NC(c2cccc(F)c2)N1Cc1ccccc1 (centres undefined)	0.1	0	0	-9	-4	0.95	-7	5	1.1
39	COc1ccccc1S(=O)(=O)n1cc(Cc2ccccc2)c(N)n1	-0.4	0	0	5	-4	0.91	-6	9	0.95
40	COc1ccc(C(=O)Nc2cc(OC)cc3cccnc23)cc1	1.0	-5	0	-8	-4	1	-4	-4	1.1
41	Cc1cc(NC(=O)CCSc2nc(-c3ccco3)cc(C(F)(F)F)n2)n(-c2ccccc2)n1	1.5	-10	-4	6	-6	0.9	-8	10	0.94
42	Cc1ccc(SC(C)C(=O)N2CCC(C(N)=O)CC2)cc1 (centres undefined)	-1.2	-1	-1	-4	0	0.97	-12	3	1
43	CCCC(=O)Nc1ccc(C(=O)NNC(=S)NC(=O)c2ccc(Br)o2)cc1	-0.9	-7	-3	24	-4	1.5	-5	-48	0.76
44	CCOC(=O)N1CCC(NC(=O)c2ccc3c(c2)N(C)CCS3)CC1	-2.7	-5	0	8	-5	0.93	-7	7	0.92
45	O=C(Nc1ccc2c(c1)OCO2)c1cccs1	-1.0	11*	-2	2	-1	1	0	0	0.98
46	CCOC(=O)c1ccc(CNC(=O)CSc2nnnn2-c2ccc(Cl)cc2)o1	2.2	0	-1	-14	-1	1	-3	-2	1.1
47	COC(=O)c1ccc(OC)cc1OCC(=O)N1CCN(c2ccc(F)cc2)CC1	1.2	0	-2	1	0	0.91	-5	9	0.99
48	COc1ccc2nc(/N=C/c3c(C)[nH]n(-c4ccc(C)cc4C)c3=O)sc2c1	2.1	6	0	-8	-2	0.99	-8	1	1.1
49	CCCCN(C(=O)CSc1nnnn1-c1ccccc1OC)C1CCS(=O)(=O)C1 (centres undefined)	-0.8	0	-6	-5	-1	1.1	-3	-11	1.1
50	COc1ccccc1NCC(=O)N1CCN(S(=O)(=O)c2ccccc2)CC1	-1.0	3	-3	11	-1	0.94	2	6	0.89

Remaining list, next part
entry	mol	MPTP block	GRIN3A LBD mod	MIN6 prolif	mIAP block	APOBEC3A inh	hIAP activ	APOBEC3G inh	hIAP inh	mIAP activ
51	Cc1nc2ccc([N+](=O)[O-])cc2c(=O)n1Cc1ccc([N+](=O)[O-])cc1	-0.3	2	-2	-1	0	0.92	0	8	1
52	Cc1ccc(CN2CCNC(=O)C2CC(=O)NCCCn2cccn2)o1 (centres undefined)	-1.3	0	-3	3	-1	1.1	-2	-12	0.97
53	O=C(c1ccc(CS(=O)(=O)c2ccc(Br)cc2)o1)N1CCCCCC1	2.3	0	2	-8	6	0.85	2	15	1.1
54	Oc1oc(-c2ccccc2)nc1/C=N/c1nccs1	-0.6	-9	0	5	-3	1.5	-7	-50	0.95
55	C(=N/Nc1nccs1)/c1cccnc1	1.3	4	1	0	-1	1.3	-6	-31	1
56	COc1cccc(OC)c1NC(=O)Cn1nc(C)c2ccccc2c1=O	0.4	-1	-1	3	0	1.1	-3	-11	0.97
57	COc1ccc(C2=NOC(C(=O)NCCN3CCOCC3)C2)cc1 (centres undefined)	3.0	1	-2	8	-1	0.89	-6	11	0.92
58	CN1CCN(c2ccc(NC(=O)COc3ccccc3[N+](=O)[O-])cc2)CC1	0.0	-2	2	5	0	0.97	-4	3	0.95
59	O=c1c2c3nc4ccccc4nc3n(/N=C/c3ccco3)c2ncn1CCC1=CCCCC1	-0.7	-2	-4	25	24	1.1	34	-14	0.75
60	CC1Nc2ncnc(N3CCc4ccccc4C3)c2N(Cc2ccc(Cl)cc2)C1=O (centres undefined)	-1.1	2	-8	4	-3	0.95	-7	5	0.96
61	CCc1cc(=O)oc2c3c(cc(OCC(=O)N[C@H](C(=O)O)[C@H](C)CC)c12)OC(C)(C)CC3	0.1	1	0	-8	3	0.84	-1	16	1.1
62	C[C@]12c3[nH]c4ccc(Cl)cc4c3CCN1C(=O)[C@@H](CC(=O)NCCC1=CCCCC1)C[C@@H]2C(=O)N1CCOCC1	-0.1	-6	nt	-14	0	nt	-1	nt	1.1

Not a hit list; 5% or so of the library scored in one or more.
